# Compound activity (PubChem BioAssay)
# M1 ag – activates human CHRM1 receptor. 360,000 compounds, 0.33% hits. CHO-K1 hM1, Fluo-8 calcium fluorescence, agonist mode; 0% DMSO, 100% acetylcholine EC100. activation, % at 3 µM. P11229. AID 588814;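 active means activation above the run's mean compound activation plus 3 SD, cut at about 16% in these data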;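 further: peak over basal fluorescence ratio within a 140 s kinetic read after compound addition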
# Target sequence (P11229 whole entry, looked up): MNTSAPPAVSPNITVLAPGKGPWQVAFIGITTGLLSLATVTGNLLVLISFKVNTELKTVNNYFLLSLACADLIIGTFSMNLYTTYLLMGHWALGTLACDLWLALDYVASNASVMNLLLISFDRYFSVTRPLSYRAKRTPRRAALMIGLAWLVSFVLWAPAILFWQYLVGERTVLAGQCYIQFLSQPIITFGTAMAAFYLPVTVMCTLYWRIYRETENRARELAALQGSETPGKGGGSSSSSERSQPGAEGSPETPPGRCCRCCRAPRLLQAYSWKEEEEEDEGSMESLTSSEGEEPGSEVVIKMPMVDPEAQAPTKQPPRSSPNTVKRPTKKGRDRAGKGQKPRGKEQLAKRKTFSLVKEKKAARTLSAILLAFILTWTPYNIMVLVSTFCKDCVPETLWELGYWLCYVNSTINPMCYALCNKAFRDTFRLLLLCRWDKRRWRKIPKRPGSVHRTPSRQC
# V1aR counter – V1a receptor agonism, counter-screen for OXTR agonists. activation, % at 3 µM. P37288. CHO-V1R cells, Fluo-8 calcium fluorescence, agonist mode; 0% DMSO, 100% 3 nM vasopressin. 320,000 compounds, 0.25% hits;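 active means activation above the mean activation of all tested compounds plus 3 SD, per screening run, cut at about 20% in these data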;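 further: signal is peak over basal fluorescence ratio across a 100 second FLIPR read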
# M1 PAM parental – counter-screen for M1 PAMs: effect in parental CHO-K1 cells; 360,000 compounds, 0.02% hits; ATP EC20, Fluo-8 calcium fluorescence; 0% at ATP EC20, 100% at ATP max; activation, % at 3 µM;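 active means activation above the run cutoff, the mean activation of all test compounds plus 3 SD, cut at about 40% in these data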;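 further: peak over basal fluorescence ratio in a 140 s read after ATP addition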
# OXTR potentiator – potentiates the human oxytocin receptor response; 320,000 compounds, 0.061% hits; AID 2445; CHO-OTR cells, Fluo-8 calcium fluorescence, potentiator mode; 0% = oxytocin EC15, 100% = EC100; P30559; activation, % at 3 µM;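 active means activation above that plate's cutoff, the mean activation of tested compounds plus 3 SD, cut at about 6.6% in these data, passing the limit was not always enough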;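 further: 100% uses oxytocin at 75 nM as the full agonist control; some results filed as inactive read as strong as hits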
# Target sequence (P30559 whole entry, looked up): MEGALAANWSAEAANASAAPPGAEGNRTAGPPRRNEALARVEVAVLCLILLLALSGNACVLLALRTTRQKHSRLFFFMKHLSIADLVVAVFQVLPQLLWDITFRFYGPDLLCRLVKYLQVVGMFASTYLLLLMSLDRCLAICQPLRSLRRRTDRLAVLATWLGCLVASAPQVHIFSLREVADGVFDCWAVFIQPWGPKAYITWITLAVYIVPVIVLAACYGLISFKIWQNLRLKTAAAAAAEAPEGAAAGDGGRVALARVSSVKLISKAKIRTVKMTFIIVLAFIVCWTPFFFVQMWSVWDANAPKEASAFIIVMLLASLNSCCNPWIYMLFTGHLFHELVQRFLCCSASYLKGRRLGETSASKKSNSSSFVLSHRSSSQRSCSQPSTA
#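 test system = CHO-OTR cells, human receptor | compound = single-point 3.0 µM | schedule = 6 min compound pre-incubation at room temperature, 100 s kinetic read | signal = Fluo-8 no-wash calcium dye fluorescence, excitation 470-495 nm, emission 515-575 nm | repeats = single well per compound, singlicate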
# CHO-K1 Ca antag – counter-screen for M1 antagonists: effect in parental CHO-K1 cells; ATP-induced calcium, Fluo-8 fluorescence; inhibition, % at 3 µM; 360,000 compounds, 0.6% hits; AID 602250;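 active means inhibition above a per-plate cutoff, the plate's mean sample inhibition plus 3 SD, cut at about 24% in these data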;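 further: 0% = DMSO plus EC80 ATP and 100% = DMSO alone without ATP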
# TAAR1 ag – human TAAR1 agonism; activation, % at 3 µM; Q96RJ0; 360,000 compounds, 0.99% hits; CHO RD-HGA16 TAAR1, Fluo-8 calcium fluorescence; vehicle wells 0%, saturating PEA agonist 100%; AID 624467;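 active means activation above the mean activation of all test compounds in the run plus 3 SD, cut at about 38% in these data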
#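 Repeats: no replicates (n 1) | Material: CHO-derived RD-HGA16 cells with stable Gα16 and human TAAR1 | Technique: Kinetic Fluo-8 calcium fluorescence | Schedule: 17-24 h seeding, 75 min 37 °C dye, 30 min RT | Evaluation: % activation from peak over basal fluorescence ratio, DMSO-to-PEA scaled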
# TAAR1 antagonist – human TAAR1 antagonism. CHO RD-HGA16 TAAR1, Fluo-8 calcium fluorescence, antagonist. inhibition, % at 3 µM. 360,000 compounds, 1.5% hits;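 active means inhibition above a per-plate cutoff, the mean inhibition of test compounds on that plate plus 3 SD, cut at about 49% in these data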;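 further: 0% = DMSO plus EC80 beta-PEA response and 100% = DMSO alone without agonist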
#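 Test system: hTAAR1-expressing CHO RD-HGA16 cells, Gα16-coupled; Probe or stimulus: EC80 β-phenethylamine stimulus; Compound dosing: single nominal final test compound concentration of 3 µM; Timing: 140 s kinetic read after compound, 140 s after agonist; Signal: Fluo-8 calcium-sensitive fluorescence; Measure: % inhibition of agonist calcium response; Controls: DMSO and EC80 PEA controls.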
# CHO-K1 Ca ag – M1 agonist counterscreen hit in parental CHO-K1 cells; 360,000 compounds, 0.48% hits; Fluo-8 calcium fluorescence; scaled to maximal ATP response, vehicle zero; AID 602248; activation, % at 3 µM; in the data active means activation above about 15%;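 further: untransfected CHO-K1 host cells lacking M1 receptor as counterscreen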
# CHO parental Ca – signal in parental CHO cells, OX1R antagonist counter-screen. parental CHO-K1, ATP-induced calcium, Fluo-8 fluorescence. inhibition, % at 5.6 µM. 330,000 compounds, 0.63% hits. AID 463079;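 active means inhibition above that plate's mean sample inhibition plus 3 SD, cut at about 26% in these data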;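 further: 0% = ATP-challenged DMSO wells and 100% = DMSO wells without ATP; some compounds past the cut are filed as inactive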
#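 Test system: parental CHO cells; detection: calcium-sensitive Fluo-8 fluorescence; evaluation: percent inhibition of calcium signal; also added: ATP as calcium-mobilizing challenge; repeats: one well per compound; control set: ATP-challenged DMSO wells low, unchallenged DMSO wells high; compound: single nominal dose of 5.6 µM per compound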
# The depositor's hits bear a star; / = not tested or not shown.
SMILES,M1 ag,V1aR counter,M1 PAM parental,OXTR potentiator,CHO-K1 Ca antag,TAAR1 ag,TAAR1 antagonist,CHO-K1 Ca ag,CHO parental Ca
Cc1cccc(N(CC(=O)N2CCN(c3ccccc3F)CC2)S(C)(=O)=O)c1,-2.8,6.2,3.4,-7.4,-1.7,7.9,10.5,0.3,-11.0
Nc1ncnc2c1ncn2Cc1ccccc1,-0.8,0.2,13.2,-4.3,-18.9,1.1,5.1,0.6,6.8
CCOc1ccc(CCN2C(=O)C(=O)N([C@@H](Cc3ccccc3)CN3CCC[C@H]3CN3C(=O)C(=O)NC[C@@H]3Cc3ccc(O)cc3)C[C@@H]2CC(C)C)cc1,/,/,-3.0,/,-9.2,2.6,-5.8,0.1,/
CCC(Sc1ccc2nnc(-c3ccc(F)cc3)n2n1)C(=O)OC (configuration not stated),-4.2,-1.0,4.8,-2.7,-9.1,-0.3,-7.2,0.3,-4.3
CCOC(=O)[C@@H]1[C@H]2COc3cc(OC)ccc3[C@@H]2N2C(=O)N(c3ccc(OC)cc3)C(=O)[C@@]12C,-2.0,0.9,4.0,-1.4,-15.8,0.9,5.3,0.3,-3.1
COCCn1c(=O)[nH]c2cc(C(=O)NCc3ccccc3)ccc2c1=O,-3.1,0.0,17.1,-6.1,-27.8,2.8,-6.7,0.9,-19.9
CC(NCCc1ccc(S(N)(=O)=O)cc1)C(=O)NCc1ccccc1 (configuration not stated),-3.8,0.8,-1.3,-2.1,-0.6,-0.4,3.1,0.6,-3.4
Nc1cc(N)nc(SCCN2CCCCC2)n1,-2.7,0.5,14.2,-10.4,-2.8,0.8,-1.6,0.8,-6.8
CCOC(=O)Cc1c(C)c2c(C)nn(-c3ccccc3)c2oc1=O,0.9,0.9,22.1,-7.9,-4.2,2.0,-24.6,0.3,-13.3
CCOc1ccc(CCNC(=O)CS(=O)Cc2nc(-c3ccccc3C)oc2C)cc1OCC (configuration not stated),-4.8,2.5,11.0,-6.3,-3.7,-1.7,-28.8,0.3,-24.7
COc1cccc(C(=O)Nc2nnc(-c3ccc(Cl)cc3)o2)c1,0.3,0.0,-2.3,-3.9,5.6,14.8,-16.1,0.3,-6.0
O=C(c1ccc(Cl)cc1)c1cnc(-c2ccccc2)s1,-2.1,/,-4.7,/,11.9,0.1,22.1,-0.1,/
Cc1cccc(N(C)C(=O)c2cc(S(=O)(=O)N3CCc4ccccc43)cn2C)c1,-1.6,2.4,1.0,-3.6,0.8,-0.3,-8.0,2.6,6.9
Nc1cc(S(=O)(=O)Nc2ccccc2Cl)ccc1N1CCOCC1,3.1,5.8,9.3,-4.9,-13.8,4.4,0.6,10.1,9.2
COc1ccccc1-c1cc(C(F)(F)F)nc(S(=O)(=O)CCCC(=O)N2CCOCC2)n1,-5.8,-0.7,18.4,4.8,-7.5,-1.7,0.2,-0.8,-35.4
O=S(=O)(c1ccc(F)cc1)N1CCN(c2nc(-c3cccnc3)nc3ccccc23)CC1,-5.8,0.8,9.5,-1.7,-12.9,14.7,41.2,4.1,-26.0
COc1ccc(-c2nc(C(F)(F)F)c(OC)o2)cc1OC,-5.8,-0.9,21.5,3.4,-1.8,8.6,1.9,0.2,4.9
O=C(NCC1CCCO1)c1ccccc1-c1nc(-c2ccccc2Cl)no1 (configuration not stated),-2.0,-0.1,11.5,-5.9,-8.4,1.7,-7.5,4.6,-23.8
Clc1ccc(OCc2nnc(SCc3nnc(-c4ccccc4)o3)o2)c(Cl)c1,-6.5,2.7,24.4,-6.8,-13.7,6.7,16.6,1.3,-9.9
CCOC(=O)[C@H]1[C@H]2COc3cc(OC)ccc3[C@@H]2N2C(=O)c3cc(OC)c(OC)cc3NC(=O)[C@@]12C,-2.4,1.3,-8.5,-11.9,-1.6,4.2,7.7,-0.3,-13.1
O=c1[nH]c2ccccc2nc1-c1nnnn1Cc1ccccc1,/,/,6.6,/,-8.4,2.1,-10.0,0.5,/
COC(=O)CSc1[nH]c2ccccc2c1[N+](=O)[O-],-0.4,0.3,-4.6,6.4,-1.5,9.7,-18.3,-0.5,-2.7
COc1cc(/C=C/CN2CCC(CO)(CC3CCCCO3)CC2)ccc1O (configuration not stated),-1.7,1.7,10.8,-9.7,-11.1,0.6,-0.2,0.2,-13.4
Cc1cc(C(=O)COC(=O)CNC(=O)c2ccccc2)c(C)n1CC1CCCO1 (configuration not stated),-2.5,0.1,8.3,-11.1,-0.6,3.0,-7.7,1.1,-12.6
Cc1ccc(C(=O)N2CCN(C)CC2)cc1S(=O)(=O)N1CCCCCC1,-1.6,0.5,7.8,-7.1,-5.7,2.4,-0.3,1.5,-2.6

# Exported with two lines to a compound: part of the list above.
# Sequence of screens: M1 ag	V1aR counter	M1 PAM parental	OXTR potentiator	CHO-K1 Ca antag	TAAR1 ag	TAAR1 antagonist	CHO-K1 Ca ag	CHO parental Ca
O=C(c1ccc(Cl)cc1)c1cnc(-c2ccccc2)s1
    -2.1	/	-4.7	/	11.9	0.1	22.1	-0.1	/
Cc1cccc(N(C)C(=O)c2cc(S(=O)(=O)N3CCc4ccccc43)cn2C)c1
    -1.6	2.4	1.0	-3.6	0.8	-0.3	-8.0	2.6	6.9
Nc1cc(S(=O)(=O)Nc2ccccc2Cl)ccc1N1CCOCC1
    3.1	5.8	9.3	-4.9	-13.8	4.4	0.6	10.1	9.2
COc1ccccc1-c1cc(C(F)(F)F)nc(S(=O)(=O)CCCC(=O)N2CCOCC2)n1
    -5.8	-0.7	18.4	4.8	-7.5	-1.7	0.2	-0.8	-35.4
O=S(=O)(c1ccc(F)cc1)N1CCN(c2nc(-c3cccnc3)nc3ccccc23)CC1
    -5.8	0.8	9.5	-1.7	-12.9	14.7	41.2	4.1	-26.0
COc1ccc(-c2nc(C(F)(F)F)c(OC)o2)cc1OC
    -5.8	-0.9	21.5	3.4	-1.8	8.6	1.9	0.2	4.9
O=C(NCC1CCCO1)c1ccccc1-c1nc(-c2ccccc2Cl)no1 (configuration not stated)
    -2.0	-0.1	11.5	-5.9	-8.4	1.7	-7.5	4.6	-23.8

# An excerpt of these results, with each value named.
compound: O=C(NCC1CCCO1)c1ccccc1-c1nc(-c2ccccc2Cl)no1 (configuration not stated)
  M1 ag = -2.0 | V1aR counter = -0.1 | M1 PAM parental = 11.5 | OXTR potentiator = -5.9 | CHO-K1 Ca antag = -8.4 | TAAR1 ag = 1.7 | TAAR1 antagonist = -7.5 | CHO-K1 Ca ag = 4.6 | CHO parental Ca = -23.8

compound: CCOC(=O)[C@@H]1[C@H]2COc3cc(OC)ccc3[C@@H]2N2C(=O)N(c3ccc(OC)cc3)C(=O)[C@@]12C
  M1 ag = -2.0 | V1aR counter = 0.9 | M1 PAM parental = 4.0 | OXTR potentiator = -1.4 | CHO-K1 Ca antag = -15.8 | TAAR1 ag = 0.9 | TAAR1 antagonist = 5.3 | CHO-K1 Ca ag = 0.3 | CHO parental Ca = -3.1

compound: Nc1cc(N)nc(SCCN2CCCCC2)n1
  M1 ag = -2.7 | V1aR counter = 0.5 | M1 PAM parental = 14.2 | OXTR potentiator = -10.4 | CHO-K1 Ca antag = -2.8 | TAAR1 ag = 0.8 | TAAR1 antagonist = -1.6 | CHO-K1 Ca ag = 0.8 | CHO parental Ca = -6.8

# Additional results follow:
SMILES,M1 ag,V1aR counter,M1 PAM parental,OXTR potentiator,CHO-K1 Ca antag,TAAR1 ag,TAAR1 antagonist,CHO-K1 Ca ag,CHO parental Ca
COc1cc(NC(=O)CN2C(=O)C(c3ccccc3)=NC2(C)C)cc(OC)c1,-0.4,1.7,8.3,-4.0,0.2,1.5,-10.3,0.3,-1.1
CCOc1ccc(N(C)S(=O)(=O)c2ccc(C)c(C(=O)NCc3cccs3)c2)cc1,-2.1,1.7,-19.6,-3.4,0.1,4.1,13.3,0.3,-22.1
CNC(=S)NNC(=O)COc1ccccc1C,-1.7,0.4,20.6,-1.6,-15.3,5.9,-16.8,0.5,-9.0
CCSc1nnc(NC(=O)CCn2c(=O)oc3ccccc32)s1,-1.5,1.4,-1.4,-4.6,-5.2,3.8,-20.9,0.2,-20.6
COc1ccc([N+](=O)[O-])cc1COc1ccc2c(-c3ccccc3)cc(=O)oc2c1,-2.6,0.6,10.4,-3.8,-8.4,15.3,-2.8,0.7,-3.7
Cc1nn(CC(C)C(=O)N2CCN(S(=O)(=O)c3ccc(Cl)cc3)CC2)c(C)c1C (configuration not stated),-0.7,8.1,-6.5,-4.1,-3.1,1.2,3.1,2.0,-4.3
NC(=O)c1ccc(N=Nc2c(-c3ccccc3)[nH]n(-c3ccccc3)c2=O)cc1,/,0.7,/,-3.3,/,2.6,10.0,/,-6.1
CC(OC(=O)CCN=C1NS(=O)(=O)c2ccccc21)C(=O)Nc1ccc(F)cc1 (configuration not stated),-0.2,-0.7,-12.1,-6.8,3.2,3.5,-39.0,1.2,-13.6
CCNC(=S)NS(=O)(=O)c1ccc(F)cc1,-7.5,0.4,4.4,1.6,-5.3,-0.9,1.8,0.2,-9.9
COc1ccccc1N1CCN(/N=C/c2cc([N+](=O)[O-])ccc2Cl)CC1,-2.5,-1.1,6.5,-16.6,-9.7,-0.8,-16.6,-0.2,-16.3
O=C1OC[C@H]2CCCN2C(=O)[C@@H](CC(=O)N(CCO)Cc2ccccc2)C/C=C\CC[C@H]1Cc1ccc(F)cc1,-5.7,-0.1,-6.4,-8.3,-4.8,5.7,25.2,-0.9,-15.3
COc1cccc(-c2oc3c(c2-c2ccc(OC)nc2)C(O)CCC3)c1 (configuration not stated),/,/,4.8,/,8.6,-1.5,-15.0,0.4,/
O=C(c1ccc2c(c1)OCO2)N1CCN(S(=O)(=O)c2ccc(Cl)cc2)CC1,-9.6,5.0,11.8,-12.1,-16.2,3.4,-4.7,3.8,-3.8
Cc1cc2nc(-c3ccco3)c(Cc3cccc(Cl)c3)n2c(C)c1Br,/,/,16.9,/,-17.1,-0.1,-2.8,0.2,/
COc1ccc(C(=O)NCC(=O)N2CCN(c3ncccn3)CC2)cc1OC,-2.5,0.8,22.9,-1.1,-26.9,6.9,-5.2,1.1,-6.2
COc1cc(C(=O)NCc2ccncc2)cc(OC)c1OC,-4.0,0.3,4.6,-13.2,3.0,4.2,9.7,0.4,10.3
Cc1c(NC(=S)N/N=C/C=C/c2ccccc2)c(=O)n(-c2ccccc2)n1C,-4.4,1.4,-8.4,-2.9,-12.4,0.0,-31.6,5.3,-11.8
